Screening data as filed in PubChem BioAssay.
IL1B secr inh – blocks inflammasome-driven IL-1 beta release. THP-1 LPS/ATP IL-1B secretion, AlphaLISA, 16 h; hits give low values. activity change, % at 57.5 µM. 360,000 tested, 4.7% active. AID 743279; in the data active means activity change below about -50%; inconclusive means mostly about -30% to -49%; further: on the % scale 0 is the no-effect control and ±100 the full control effect
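Secreted IL-1B measured by AlphaLISA bead assay after 16 h compound exposure of THP-1 cells; compounds (final up to 57.5 uM) added 1 h before LPS (250 ng/mL) and ATP (1.25 mM) stimulation; lower signal means less secretion.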
TGFb inhibitor – inhibitors of TGF-b signaling; HepG2 CAGA-GFP TGF-b/SMAD3 reporter, GFP fluorescence, 18 h; TGF-beta stimulated, 500 pg/mL final; 410,000 tested, 1.2% active; Potency, µM (top dose mostly 46.1 µM), for inactives: top-dose activity, negative = inhibition, actives largely listed as inhibitors; further: potency means the concentration at half of the fitted maximal effect; on the % scale 0 is the no-effect control and ±100 the full control effect; nearly all actives have a fitted effect of over 65% in size
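Inhibition was scored as loss of TGF-beta-induced (500 pg/mL final, 18 hours, 37 degrees C) GFP in HEPG2 cells carrying a CAGA-GFP reporter, in DMEM with 1% FBS. Well GFP was summed per cell; Activity was normalised to unstimulated and stimulated DMSO wells, then concentration-response fitting.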
HepG2 tox – counter-screen for TGF-b inhibitors: cytotoxicity in HepG2 cells. HepG2 CAGA-GFP viability, ATP luminescence, 18 h. Potency, µM (highest dose often 46.1 µM), inactives show top-dose activity change, negative = cytotoxicity, actives largely listed as cytotoxic. 410,000 tested, 0.76% active. AID 588856; further: potency means the concentration at half of the fitted maximal effect; some results filed as inactive show a strong effect at the top dose
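CellTiter-Glo luminescence gave cytotoxicity after 18 hours at 37 degrees C. The cells were HepG2 CAGA-GFP in 1% FBS DMEM, stimulated with 500 pg/mL TGF-beta after compound addition. %Activity was normalised to no-cell wells (complete cell-killing) and DMSO (no toxicity), and curves were fitted and classified.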
Nrf2 activator – activates Nrf2 signaling; Potency, µM (top dose mostly 46.1 µM), for inactives: at the top dose activation, actives largely listed as activators; AID 624171; 410,000 tested, 0.31% active; AREc32 ARE-luciferase reporter (MCF7-derived line), luminescence, 24 h; further: potency means the concentration at half of the fitted maximal effect; % of control where 0% means no effect; nearly all actives have a fitted effect of over 65% in size
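Luciferase luminescence (Steady-Glo, 30 min at room temperature) served as the read-out of ARE activation in AREc32 cells treated with compounds for 24 hr at 37 deg C.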
A549 viability – A549 cytotoxicity, counter-screen for Nrf2 inhibitors. A549 ARE-Fluc cells, CellTiter-Fluor viability, 18-24 h. Potency, µM (titrated, usually from 46 µM), inactives show at the highest dose activity change, negative = cytotoxicity, most hits filed as inhibitors. 390,000 tested, 0.16% active. AID 504648; further: potency means the concentration at half of the fitted maximal effect; on the % scale 0 is the no-effect control and ±100 the full control effect
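Cytotoxicity counterscreen: CellTiter-Fluor fluorescence was measured in A549 ARE_Fluc cells after 18-24 h of compound exposure in a concentration series. The subsequent BugLite luminescent read reports ARE-luciferase activity.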
ATXN2 expr inh – inhibitors of ATXN2 expression | HEK-293 ATXN2-luciferase reporter, luminescence, 24 h | Potency, µM (series often up to 57 µM), for the others: top-dose activity change, negative = inhibition, hits mostly inhibitors | 360,000 tested, 0.72% active; further: potency means the concentration at half of the fitted maximal effect; on the % scale 0 is the no-effect control and ±100 the full control effect; nearly all actives have a fitted effect of over 55% in size
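qHTS (up to 57 uM final) was run with 24 h compound exposure of reporter cells at 37 °C. Each well was multiplexed: SteadyGlo luminescence measured ATXN2-luciferase expression after a fluorogenic Gly-Phe-AFC viability readout (25 uM final).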
S2 tox – reduces viability in counter-screen for ATXN expression inhibitors; S2 cells (HEK-293 line with an ATXN2-luciferase reporter) viability, CellTiter-Fluor protease fluorescence, 24 h; Potency, µM (titrated, usually from 56.7 µM), actives largely listed as cytotoxic; 400,000 tested, 0.49% active; further: potency means the concentration at half of the fitted maximal effect; nearly all actives have a fitted effect of over 40% in size
Nrf2 inh – inhibitors of Nrf2 signaling. Potency, µM (highest dose often 46 µM), without a hit: at the top dose activity change, negative = inhibition, usual class: inhibitors. A549 ARE-Fluc reporter, luciferase luminescence, 18-24 h. 360,000 tested, 2.1% active; further: potency means the concentration at half of the fitted maximal effect; on the % scale 0 is the no-effect control and ±100 the full control effect; nearly all actives have a fitted effect of over 60% in size
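A549 ARE_Fluc cells (5000/well, 5% FBS OPTI-MEM) pre-incubated 2 h, then treated with compounds 18-24 h at 37C/5% CO2 in concentration-response. CellTiter-Fluor viability read first; BugLite luciferase luminescence after 15 min at room temperature gives Nrf2 activity.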
MCF10A rereplic – induces DNA re-replication in MCF 10a normal breast cells; MCF 10A DNA re-replication, Hoechst nuclear intensity, 48 h; Potency, µM (series often up to 46.1 µM), for the others: at the top dose activity, positive = re-replication, most hits filed as activators; 350,000 tested, 2.9% active; AID 624296; further: potency means the concentration at half of the fitted maximal effect; % of control where 0% means no effect; nearly all actives have a fitted effect of over 50% in size
* marks the source's active call; other numbers are inactive results; i = inactive; ? = inconclusive; · = no result given; & = joins results of further samples; [ ] = remark or other dose. Unless noted, the call rests on the fitted dose curve; in most records, active means well fitted curve in the direction sought with a large enough effect; inconclusive means small, poorly fitted or top-dose-only effect, or another doubt; inactive means no such curve, though single readings can be large; an effect the other way counts as inactive or inconclusive.

Structure,ATXN2 expr inh,HepG2 tox,TGFb inhibitor,Nrf2 inh,Nrf2 activator,S2 tox,A549 viability,IL1B secr inh,MCF10A rereplic
O=[N+]([O-])c1cc(/C=N/N2CCN(Cc3ccccc3)CC2)ccc1Cl,9%,-10%,-4%,?,2.8%,i,6%,-3,17%
O=C(c1ccccc1)n1nc(-c2ccccc2)nc1NCc1ccco1,10%,-14%,-11%,4%,0.3%,i,-2%,-12,6%
CC(=O)C1=C(c2ccc(Br)cc2)C(=O)c2ccccc2C1=O,3.5µM*,-99%,?,?,-2.3%,7.1µM*,-4%,-97*,7.3µM*
CCCCc1cc(=O)oc2c(C)c(OCC(=O)N3C[C@H]4C[C@@H](C3)c3cccc(=O)n3C4)ccc12,-21%,-19%,-4%,-22%,0.8%,i,6%,-6,0%
COc1cccc(CC(CC(=O)O)C(=O)Nc2cc(C)ccc2C)c1 (stereo unspecified),·,10%,24%,4%,-0.1%,i,1%,4,0%
CCc1ccc2c(CN3CCN(S(=O)(=O)c4ccccc4F)CC3)cc(=O)oc2c1,-24%,0%,-4%,?,4.1%,i,-1%,-25,4%
COc1ccc(C#Cc2c(C=O)n(C)c3ccccc23)cc1,-18%,12%,?,?,2.7%,·,-2%,28,?
O=C(CN1CCCCC1)Nc1ccc(S(=O)(=O)NC2CCCCC2)cc1,0%,-34%,-16%,-3%,0.2%,i,11%,7,?
Cc1ccc(S(=O)(=O)n2nc(-c3ccco3)nc2SCc2ccccc2)cc1,46%[activator],-7%,2%,7%,3.7%,i,-3%,0,16%
CNC(=O)COC(=O)c1cccnc1SC,6%,-4%,-5%,·,1.2%,i,-4%,-22,0%
CCn1c2ccc(CC(=O)O)cc2c2cc(CC(=O)O)ccc21,-18%,-8%,-15%,·,-0.7%,i,-8%,-2,-1%
COc1ccc(C)c2sc(NC(=O)c3ccc(S(=O)(=O)N4CCOCC4)cc3)nc12,5%,6%,19%,·,0.6%,i,-1%,·,·
CCCCNC(=O)c1sc2ncnc(N3CCc4ccccc4C3)c2c1C,-10%,-7%,-4%,·,7.3%,i,-2%,-12,13%
Cc1c(C(=O)N2CCCCC2CCN2CCCC2=O)oc2c(F)cccc12 (stereo unspecified),3%,-35%,-15%,3%,2.0%,i,-2%,-17,2%
COc1ccc(-c2cnc3c(c2)C(=O)N([C@H](C)CO)C[C@@H](C)[C@H](CN(C)Cc2ccccc2)O3)cc1,-10%,-28%,4%,·,-0.1%,i,·,-26,·
Cc1cc(C)cc(NC(=O)Cc2csc(COc3cccc(C)c3)n2)c1,-4%,-10%,-1%,9%,-0.5%,i,5%,·,·
CN(C)C(=O)c1ccc(NC(=O)COc2ccc([N+](=O)[O-])cc2)cc1,-18%,-15%,6%,-13%,-0.1%,i,4%,0,-7%
Cc1nn(CCO)c2ncc(C(=O)c3cc(F)ccc3O)cc12,15%,6%,27%,-13%,0.0%,i,-1%,61,4%
Cc1cc(NC(=O)CSCCO)no1,3%,4%,?,-25%,0.0%,i,-3%,13,0%
Cc1cccc(N2CCN(C(=O)COc3cccc4c3OC(C)(C)C4)CC2)c1C,-23%,-17%,-6%,-20%,0.4%,i,0%,10,8%
CCOC(=O)c1ccc(-c2ccc(CO)o2)cc1,5%,-30%,-1%,?,5.7%,i,0%,0,4%
COc1ccccc1C(=O)Nc1ccccc1OCc1cc(=O)n2ccccc2n1,·,-1%,1%,·,9.6%,·,-14%,·,·
CCn1cc(C(=O)N2CCc3ccccc32)c(=O)c2cc(S(=O)(=O)N3CCOCC3)ccc21,14%,-1%,-6%,6%,0.3%,i,4%,-16,4%
Cc1ccc(-n2nc(C(=O)N(C)c3ccccc3Cl)c3c4ccccc4n(C)c3c2=O)cc1,-7%,-10%,-11%,3%,-0.6%,i,2%,·,·
CC(=O)c1sc(NC(=O)c2c(F)cccc2F)nc1-c1ccccc1,13%,-13%,-4%,4%,0.4%,i,-4%,-13,0%
Cc1cccc(NC(=O)c2nc[nH]c2C(=O)NCc2ccccc2)c1,-21%,-29%,?,?,-0.2%,?,-9%,-5,?
O=C(NC1CCCC1)C1CCN(C(=O)c2ccc(Cl)cc2)CC1,-11%,19%,2%,-30%,-0.4%,i,-6%,-11,0%
CCC(=O)N/C(N)=N/c1nc(C)c2cc(C)c(C)cc2n1,-24%,24%,19%,-15%,2.2%,i,-1%,·,-2%
O=C(Nc1nnc(SCc2ccc(F)cc2)s1)c1ccccn1,?,-32%,1.6µM*,?,?,?,?,0,?
c1ccc2c(c1)ccn2CCCN1CCCCC1,8%,-18%,-2%,4%,0.2%,?,-6%,-4,0%
O=C1COc2cc(S(=O)(=O)CCC(=O)N3CCN(c4cccc(Cl)c4)CC3)c(Cl)cc2N1,?,-27%,-20%,-8%,-1.1%,?,-6%,·,·
COC(=O)Cn1c(=O)c2c(nc3n2CCCN3CCc2ccc(OC)c(OC)c2)n(C)c1=O,-9%,-13%,-11%,-7%,1.7%,i,8%,-15,14%
Cc1ccc(-c2c(C(=O)N/N=C/c3ccc(OC(C)C)cc3)nnn2-c2nonc2N)cc1,·,-29%,-30%,5%,-0.6%,i,6%,41,1%
S=C(NCCN1CCOCC1)Nc1ccc(Br)cc1,-3%,19%,-6%,-4%,0.3%,i,1%,3,4%
COc1ccccc1N(CC(O)COc1ccc(C)cc1)S(=O)(=O)c1ccccc1 (stereo unspecified),2%,2%,?,-7%,0.1%,i,2%,-93*,?
Cc1onc(-c2ccccc2Cl)c1C(=O)NNC(=O)c1nn(C)cc1Cl,9%,3%,0%,2%,-0.2%,i,6%,-8,-8%
Cc1cc2nnc(SCc3ccccc3)n2c(N)n1,2%,13%,28%,·,-0.6%,i,2%,-15,1%
Cc1csc(NC(=O)CSc2nc(=O)n(CCCN(C)C)c3c2CCC3)n1,6%,-6%,4%,-4%,0.4%,i,0%,0,-9%
CCN1C(=O)/C(=C/N(C(C)=O)c2ccccc2)N(c2ccccc2)C1=S,?,-5%,-13%,13%,-0.6%,?,-3%,?,?
CCN(CCCNC(=O)C1CCN(S(=O)(=O)N2CCC3(CC2)OCCO3)CC1)c1ccccc1,-11%,6%,0%,11%,0.1%,i,0%,7,8%
COc1ccc(S(=O)(=O)N2CCN(CC(=O)N3c4ccccc4CC3C)CC2)cc1OC (stereo unspecified),13%,13%,-29%,?,-0.5%,?,-2%,-6,7%
Cc1ccc(-n2c(=O)c3c(cnn3C)n(CC(=O)Nc3c(C)cccc3C)c2=O)cc1,1%,-6%,-24%,4%[9.27 µM],-0.1%,i,?,·,·
COc1ccc(NC(=O)N2CCN(C(=O)C(Cc3ccc(F)cc3)NC(C)=O)CC2)cc1 (stereo unspecified),19%,22%,-2%,-1%,1.8%,i,-2%,-10,-1%
O=C(NC(=S)Nc1cc([N+](=O)[O-])ccc1O)c1cccnc1,·,-20%,-30%,-28%,1.0%,i,-18%,10,22%
Cc1nc2cc(-c3cccc(F)c3)nn2c(C)c1CCC(=O)Nc1ccccc1C(N)=O,?,-4%,-17%,?,0.0%,i,-4%,·,·
O=C(CNC(=O)c1cc(Cl)cc([N+](=O)[O-])c1)NC1CC1,8%,3%,4%,4%,-0.8%,i,5%,6,0%
Cc1cc(C=O)sc1[B-](F)(F)F,-6%,-24%,4%,0%,0.3%,i,2%,-19,-44%[inhibitor]
NC(=O)COC(=O)c1cccc2c1-c1ccccc1C2=O,-5%,-8%,0%,-6%,0.0%,i,1%,-11,-5%
COc1ccc(C2C3=C(CCCC3=O)N(CC(=O)O)C3=C2C(=O)CCC3)cc1Br,·,-35%,-2%,·,0.2%,·,·,-21,·
CC1=C(C(=O)OC2CCCCC2)C(c2ccc(N(C)C)cc2)NC(=O)N1 (stereo unspecified),1%,6%,10%,?,-0.3%,i,-2%,?,3%
Cc1noc(C)c1C(=O)N1CCN(c2ncccn2)CC1,-10%,-31%,8%,16%,-1.0%,i,-5%,9,8%
COc1ccc(-c2cn3c(C)c(C(=O)N4CCN(c5ccccc5)CC4)sc3n2)cc1,6%,42%,15%,-7%,-0.7%,i,5%,2,3%
O=c1[nH]c(CSc2nnc(-c3cccnc3)n2C2CCCCC2)nc2ccccc12,-6%,-3%,14%,7%,-0.9%,i,4%,0,22%
CCCCc1ccc(-n2nc3cc(C)c(NC(=O)Cc4ccccc4)cc3n2)cc1,·,0%,-3%,?,3.1%,·,5%,·,·
COc1ccccc1CN(C)CC(=O)Nc1ccccc1-c1ccccc1,-17%,2%,0%,23µM*,3.1%,i,?,-82*,?
CC(C)CNC(=O)COc1ccccc1[N+](=O)[O-],12%,-11%,-2%,7%,4.7%,i,12%,38,17%
CCOc1ccc(CCNc2nc3ccccc3n3c(C)nnc23)cc1OCC,8%,-12%&1%,0%&19%,?,0.5%&2.8%,i,5%&3%,26,15%
COc1ccc(CN2C(=O)c3cccnc3C2Nc2cc(Cl)ccc2OC)cc1 (stereo unspecified),-13%,-34%,-9%,12%,-0.5%,i,-4%,0,?
Cc1ccc(Nc2nnc(SC(C)C(=O)Nc3c(C)n(C)n(-c4ccccc4)c3=O)s2)cc1 (stereo unspecified),5%,5%,0%,4%,-0.4%,i,-2%,-7,-8%
